aSyn tox rescue: qHTS of alpha-syn Inhibitors: NCGC Sytravon Library Screen | S. cerevisiae alpha-synuclein toxicity rescue, BacTiter-Glo growth, 24 h | Potency, µM (top dose mostly 46.1 µM), for inactives: top-dose growth rescue (activation), most hits filed as activators | 0.02% of 94,000 active | AID 1347070, 2019; active means well fitted activation curve with a large enough effect; further: 0% is about no effect
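Growth restoration measured by BacTiter-Glo luminescence after 24 hr at 30 deg C; alpha-synuclein yeast, raffinose-pregrown to mid-log, were added at OD600=0.02 in galactose medium onto pinned compounds.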
The depositor's hits bear a star. Potency means the concentration at half of the fitted maximal effect. These rows are one share of the data. The share of hits here may be higher or lower than overall.

SMILES	aSyn tox rescue
CCc1ccc(-c2nc3cc(NC(=O)c4cc5ccccc5cc4OC)ccc3o2)cc1	-1%
COC(=O)c1cc(NC(=O)c2nn(C)c3c2COc2ccccc2-3)cc(C(=O)OC)c1	0%
COc1ccccc1NC(=O)COC(=O)c1ccccn1	-8%
CC1CCN(Cc2nnc(-c3cccc(Br)c3)o2)CC1	-2%
CCCn1c(CN2CCCCC2C)nc2c1c(=O)n(C)c(=O)n2C (stereo unspecified)	0%
O=C(Cn1c(SCc2cccc(F)c2)nc2cccnc21)Nc1ccc(F)c(Cl)c1	-5%
COc1ccc(-c2nnc(SCC(=O)N(C)C3CCS(=O)(=O)C3)n2CC(C)C)cc1 (stereo unspecified)	10%
Cc1ccccc1OCC(=O)Nc1nnc(S(=O)(=O)N2CCCCCC2)s1	-6%
CCC(=O)Nc1ccc(CC)cc1-c1nc2ccccc2n(CC(=O)Nc2cccc(Cl)c2)c1=O	-1%
N#Cc1ccccc1S(=O)(=O)N1CCN(c2nc(-c3ccccc3)nc3ccccc23)CC1	-8%
Cc1cccc(N2CCN(C(=O)CCc3nc4ccccc4[nH]3)CC2C)c1 (stereo unspecified)	-2%
Cc1ccc(S(=O)(=O)N2C[C@H]3N(C(=O)OC(C)C)N(C(=O)OC(C)C)C[C@H](OC(=O)NCc4ccccc4F)[C@@]3(O)C2)cc1	3%
O=c1[nH]c2ccc(NC(=S)NCc3ccccc3)cc2[nH]1	-6%
NS(=O)(=O)c1ccc(CNC(=O)Cc2ccc(S(=O)(=O)N3CCOCC3)s2)cc1	4%
CC1CCN(C(=O)c2ccc(Br)c(S(=O)(=O)N3CCOCC3)c2)CC1	-7%
CCc1cnc2c(c1SCc1ccccc1C)c(=O)n(C)c(=O)n2C	4%
CC(=O)NCc1ccc(S(=O)(=O)N2CCN(S(=O)(=O)c3ccc4ccccc4c3)CC2)cc1	14%
CCc1ccccc1N1C(=O)N(Cc2ccc(C#N)cc2)c2ccccc2S1(=O)=O	0%
O=c1cc2oc3cc(O)c(O)cc3c(-c3ccccc3O)c-2cc1O	-22%
Cc1ccccc1C1c2[nH]c3ccccc3c2CCN1CCCn1cccn1 (stereo unspecified)	-1%
COCC(=O)N1C[C@H]2CON(C)[C@H]2C[C@H]1c1cccc(-c2ccccc2OC)c1	-12%
COc1cccc(-c2nc(SCc3cc(=O)c4ccc(C)c(C)c4[nH]3)n[nH]2)c1	-5%
CCOc1ccc(NC(=O)CN(C)C(=O)C2(c3ccccc3)CC2)cc1OCC	1%
COc1ccc(S(=O)(=O)Nc2nc3ccccc3nc2NCC2CCCO2)cc1 (stereo unspecified)	6%
O=C(NCc1ccccn1)c1ccc2ccccc2n1	13%
COc1ccc(C(=O)N2CCN(Cc3cc(=O)n4nc(-c5ccccc5C)sc4n3)CC2)cc1OC	-1%
CN(c1ccc(OCC(=O)Nc2nc(-c3ccccc3)cs2)cc1)S(=O)(=O)c1ccc(F)cc1	6%
Cc1cc(=O)oc2cc(OCc3ccc(C(=O)OCC(=O)NC4CCS(=O)(=O)C4)cc3)ccc12 (stereo unspecified)	-5%
CCOc1ccc(CCNC(=O)C2CC(=O)N(c3ccccc3OCC)C2)cc1OCC (stereo unspecified)	-9%
CCCCNC(=O)CCCn1c(=O)c2ccccc2n(Cc2cccc(Cl)c2)c1=O	7%
Cc1cccc(NC(=O)Cn2c(=O)n(CCc3ccccc3)c(=O)c3ccccc32)c1	3%
O=C(COC(=O)C1CCN(c2ccc(C(F)(F)F)cn2)CC1)c1ccccc1	5%
CCc1ccc(NC(=O)Cn2c(=O)n(CCC(=O)NCCc3ccc(Cl)cc3)c(=O)c3ccccc32)cc1	-4%
CSc1ccc(S(=O)(=O)NCC(=O)OCC(=O)NCc2cccs2)cc1[N+](=O)[O-]	-8%
CCc1nn(Cc2cccc(F)c2)c(=O)c2cc3cc(C)ccc3n12	3%
C=CCn1c(COc2ccccc2F)nnc1SCCN1C(=O)c2ccccc2C1=O	-7%
COc1ccc([C@@H]2C[C@H]3[C@@H](CN2S(=O)(=O)c2ccccc2)C(=O)C[C@@H](c2ccccc2)N3S(=O)(=O)c2ccc(C)cc2)cc1	-8%
COc1ccc(C2CC(=O)c3c([nH]c(C(=O)OCc4ccccc4)c3C)C2)cc1 (stereo unspecified)	0%
Cn1cc([N+](=O)[O-])c(C(=O)Nc2ccc(C(=O)N3CCCCC3)cc2)n1	2%
COc1ccc(/C=N/NC(=O)c2cc3c(OC)ccc(OC)c3[nH]2)cc1O	4%
Cc1sc2ccccc2c1CNC[C@H]1O[C@@H](n2ccc(N)nc2=O)[C@H](O)[C@@H]1O	3%
COc1ccc(N2C(=O)/C(=C/c3ccc([N+](=O)[O-])cc3)N=C2C)cc1	9%
O=C(CSc1nc2ccc([N+](=O)[O-])cc2s1)NCC1CCCO1 (stereo unspecified)	12%
COC(=O)Cn1ccc2cc(S(=O)(=O)N3CCCCC3)ccc21	-2%
Cc1ccc(-c2cc(C(F)(F)F)n3nc(C(=O)Nc4ccc(C#N)cc4)cc3n2)cc1	4%
COc1cccc(CNS(=O)(=O)c2ccc(N3CCCCS3(=O)=O)cc2)c1	2%
COc1ccccc1-c1ccc([C@@H]2C[C@H]3[C@H](CON3C)CN2C(=O)c2ccco2)cc1	-3%
Cc1ccc(CN(C(=O)COc2ccc(C)c(C)c2)C2CCS(=O)(=O)C2)o1 (stereo unspecified)	-3%
Cc1ccc(C(=O)C2=C(O)C(=O)N(c3ncccn3)C2c2ccc(Br)cc2)o1 (stereo unspecified)	-23%
CCc1nnc(SCc2cccc(F)c2)c2cc3sc(C)cc3n12	10%

The results go on:
SMILES	aSyn tox rescue
CCCCOc1ccccc1Cn1c(=O)sc2ccccc21	-3%
COc1cccc(C2CC(c3ccc(F)cc3)Nc3nc(N)nn32)c1 (stereo unspecified)	2%
C=CCn1cccc(C(=O)Nc2cc(OC)ccc2OC)c1=O	-1%
CC(=O)NC(CC(=O)NCC(=O)Nc1ccc(F)c(F)c1)c1ccccc1 (stereo unspecified)	2%
Cc1cccc(-c2nc3c4ccccc4n(CC(=O)Nc4cc(F)ccc4F)c(=O)n3n2)c1	0%
Cc1ccc(CN2CCc3nc(N4CCN(c5ccccc5F)CC4)ncc3C2)cc1C	-11%
COc1ccc(NC(=O)CSc2nnc3n2CCCCC3)cc1OC	-12%
Cc1ccc(NC(=O)CCn2c(=O)c3cccn3c3ccccc32)cc1C	-1%
CCc1cccc(OCCn2ccnc2)c1	-2%
CCN(CC(=O)NCC(=O)Nc1ccc(Br)cc1C)Cc1ccccc1	-3%
Cc1ccc(Cl)cc1-n1c(=O)cc(N2CCN(c3ccc(F)cc3)CC2)[nH]c1=O	2%
C[C@@H]1CN([C@@H](C)CO)S(=O)(=O)c2ccc(Br)cc2O[C@H]1CN(C)C(=O)C1CCCCC1	-9%
Cc1ccc2occ(CC(=O)N(Cc3ccc(Cl)cc3)Cc3ccco3)c2c1	16%
Cc1ccc(NC(=O)NNC(=O)c2ccc3c(c2)NC(=O)C(C)(C)O3)cc1	6%
O=C(C1CCC1)N1CCc2cc(S(=O)(=O)NCCc3ccccc3)ccc21	3%
COC(=O)/C(=N\OCc1ccc(C#N)cc1)c1c(C)nn(C)c1C	-9%
Cc1ccsc1C(=O)NNC(=O)c1csc(N2CCOCC2)n1	4%
COc1ccc([C@H]2N[C@]3(CCCN(Cc4ccc(C)cc4)C3=O)[C@H]3C(=O)N(Cc4ccccc4)C(=O)[C@@H]23)cc1	-4%
COc1ccccc1CNC(=O)CCCN1C(=O)NC2(CCCC2)C1=O	-5%
CCOc1ccc(CCNc2ncnc3onc(-c4ccc(Cl)cc4)c23)cc1OCC	1%
COCC1CCN(C(=O)c2cc(COc3ccc(F)cc3Cl)on2)C1 (stereo unspecified)	8%
CCCn1c(=O)c(C(=O)NNC(=O)Cc2ccccc2)c(O)c2ccccc21	-1%
CCn1nc(C)c(/C=N/NC(=O)Cn2nc(C)cc2C)c1C	2%
Cc1cc(C(=O)C(=O)Nc2nnc(C(C)C)s2)c(C)n1-c1ccccc1	-6%
O=C(Nc1cc2c(cc1C(=O)c1ccccc1Cl)OCCO2)c1ccccc1	-14%
COC(=O)c1ccccc1NC(=S)N(C)C	1%
CCOc1ccc2oc(C(=O)O)c(C)c2c1	8%
COc1ccc(C(=O)NC(CCSC)C(=O)N2CCCCCC2)cc1 (stereo unspecified)	5%
Cc1c(Cl)cnc(NC(=O)COC(=O)c2ccc3c(c2)OCO3)c1Cl	3%
Cc1ccc2c(c1)cc1c(=O)n(CC(=O)NCc3ccco3)nc(C)n12	1%
Cc1cccc(C(=O)NCc2cn3cccc(C)c3n2)c1	-8%
COCCCN1C(=O)c2ccc(C(=O)OCC(=O)NCCc3ccccc3)cc2C1=O	-11%
COc1ncnc2c1ncn2CCCNCCCN1CCCC1=O	-6%
COc1ccc(-n2ncc3c(NCCCOC(C)C)ncnc32)cc1	-12%
CC1=NN(C)C(=O)C1Cc1c(F)cccc1Cl (stereo unspecified)	-3%
COc1ccc(NS(=O)(=O)c2ccc(Oc3cccc(C(=O)O)c3)cc2)cc1	-8%
CCCCn1c(N)c(N(CC(C)C)C(=O)Cn2c(=O)cnc3ccccc32)c(=O)[nH]c1=O	1%
O=C(Nc1ccccc1N1CCOCC1)c1cccc2ccccc12	12%
Cc1cccc(Nc2nnc(SCC(=O)c3ccc(Br)s3)s2)c1C	22%
O=C(CCCn1c(=O)c2cccn2c2ccccc21)NCc1ccccc1Br	4%
Cc1ccc(CN2CCN(Cc3ccc(C)s3)CC2CCO)cc1 (stereo unspecified)	-10%
Cc1ccc(NC(=O)CCC(=O)N2Cc3ccccc3Oc3ncccc32)cc1F	5%
O=S(=O)(NCC1CCCO1)c1ccccc1F (stereo unspecified)	6%
CCOc1cc2sc(N3CCC(C(=O)Nc4cc(C)cc(C)c4)CC3)nc2cc1Br	-2%
O=C(c1ccc(F)cc1)C1CCN(Cc2cn[nH]c2-c2ccc(F)cc2)CC1	7%
COc1ccccc1-c1cc(C(=O)N2CCCCC2C)no1 (stereo unspecified)	-1%
CC(C)(C)C1CCc2nc(NC(=O)COc3ccc(F)cc3)sc2C1 (stereo unspecified)	-10%
CC(C)(C)c1ccc(C(=O)N2CCN(CCc3ccccn3)CC2)cc1	-4%
COc1cccc(OC)c1C(=O)OCC(=O)NCCNC(=O)COC(=O)c1c(OC)cccc1OC	-6%
Cc1ccc(NS(=O)(=O)c2ccc3[nH]c4c(c3c2)CCCC4)c(C)c1	19%

21 of these compounds in a different format.
Molecule | aSyn tox rescue
CCOc1ccc2oc(C(=O)O)c(C)c2c1 | 8%
COc1ccc(C(=O)NC(CCSC)C(=O)N2CCCCCC2)cc1 (stereo unspecified) | 5%
Cc1c(Cl)cnc(NC(=O)COC(=O)c2ccc3c(c2)OCO3)c1Cl | 3%
Cc1ccc2c(c1)cc1c(=O)n(CC(=O)NCc3ccco3)nc(C)n12 | 1%
Cc1cccc(C(=O)NCc2cn3cccc(C)c3n2)c1 | -8%
COCCCN1C(=O)c2ccc(C(=O)OCC(=O)NCCc3ccccc3)cc2C1=O | -11%
COc1ncnc2c1ncn2CCCNCCCN1CCCC1=O | -6%
COc1ccc(-n2ncc3c(NCCCOC(C)C)ncnc32)cc1 | -12%
CC1=NN(C)C(=O)C1Cc1c(F)cccc1Cl (stereo unspecified) | -3%
COc1ccc(NS(=O)(=O)c2ccc(Oc3cccc(C(=O)O)c3)cc2)cc1 | -8%
CCCCn1c(N)c(N(CC(C)C)C(=O)Cn2c(=O)cnc3ccccc32)c(=O)[nH]c1=O | 1%
O=C(Nc1ccccc1N1CCOCC1)c1cccc2ccccc12 | 12%
Cc1cccc(Nc2nnc(SCC(=O)c3ccc(Br)s3)s2)c1C | 22%
O=C(CCCn1c(=O)c2cccn2c2ccccc21)NCc1ccccc1Br | 4%
Cc1ccc(CN2CCN(Cc3ccc(C)s3)CC2CCO)cc1 (stereo unspecified) | -10%
Cc1ccc(NC(=O)CCC(=O)N2Cc3ccccc3Oc3ncccc32)cc1F | 5%
O=S(=O)(NCC1CCCO1)c1ccccc1F (stereo unspecified) | 6%
CCOc1cc2sc(N3CCC(C(=O)Nc4cc(C)cc(C)c4)CC3)nc2cc1Br | -2%
O=C(c1ccc(F)cc1)C1CCN(Cc2cn[nH]c2-c2ccc(F)cc2)CC1 | 7%
COc1ccccc1-c1cc(C(=O)N2CCCCC2C)no1 (stereo unspecified) | -1%
CC(C)(C)C1CCc2nc(NC(=O)COc3ccc(F)cc3)sc2C1 (stereo unspecified) | -10%

Carrying on:
SMILES	aSyn tox rescue
CCOC(=O)c1c(CSCc2ccccc2)oc2ccc(O)c(CN(C)C)c12	2%
CCc1ccc(CNC(=O)C2CCN(c3nnc(-n4c(C)ccc4C)s3)CC2)cc1	3%
O=c1cc(COc2ccccc2[N+](=O)[O-])nc2sccn12	2%
CCc1nnc(NC(=O)C2CCCN(S(=O)(=O)c3ccc(OC)cc3)C2)s1 (stereo unspecified)	-17%
COc1ccccc1N1CCN(C(=O)c2cc3c(=O)oc4ccccc4c3s2)CC1	-10%
Cc1cc2cc(CN(CCN(C)C)C(=S)NCc3ccco3)c(=O)[nH]c2cc1C	7%
COc1ccc(N2CC(NC(=O)c3cccs3)CC2=O)cc1OC (stereo unspecified)	2%
O=C1CCCN2N=C(SCC(=O)Nc3cccc(Cl)c3)SC2=N1	-11%
COc1cccc(CNC(=O)CCn2nc(C)c3c(C)n(-c4ccccc4)nc3c2=O)c1	0%
O=c1c2ccccc2nc(N2CCN(c3cccc(Cl)c3)CC2)n1-c1ccccc1	21%
Cc1cccc(OCc2nnc(-c3ccccc3)o2)c1	11%
COc1ccc(OC)c(-c2cc(C(=O)NC(C)c3ccccc3)no2)c1 (stereo unspecified)	9%
COc1cccc(C(=O)Nc2ccc(-c3nc4ccccc4s3)cc2Cl)c1	-4%
CCOC(=O)N1CCN(C(=O)CN(c2cc(C)ccc2OC)S(=O)(=O)c2ccc(C)cc2)CC1	5%

Compound activity from PubChem BioAssay.
